Assay outcomes deposited in PubChem BioAssay by National Center for Advancing Translational Sciences (NCATS).
AMA1 RON2 block – qHTS for Inhibitors of AMA1-RON; Towards Development of Antimalarial Drug Lead: Primary Screen. Plasmodium falciparum AMA1 (3D7) - RON2 peptide interaction. AlphaScreen AMA1-biotinylated RON2 peptide binding. Potency, µM (top dose mostly 58.2 µM), inactives show at the top dose activity change, negative = inhibition, usual class: inhibitors. 360,000 tested, 0.2% active;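 note: potency is the fitted concentration of half-maximal effect; 0% = vehicle wells and -100% = peptide control; nearly all actives have a fitted effect of over 45% in size; some results filed as inactive show a strong effect at the top dose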
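AMA1 (3D7) with his tag at 25 nM final met compounds first, then biotinylated RON2 peptide at 25 nM; detection used donor plus acceptor beads, 10 µg/mL apiece, read by AlphaScreen after 30 min at room temperature.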
LmPK inh – qHTS Assay for Inhibitors of Leishmania Mexicana Pyruvate Kinase (LmPK) | Q27686 | purified LmPK, Kinase-Glo ATP luminescence, 1 h | Potency, µM (doses to about 57.5 µM), for inactives: top-dose activity change, negative = inhibition, actives largely listed as inhibitors | 290,000 tested, 0.37% active; note: potency is the fitted concentration of half-maximal effect; % is set by controls: 0 for no effect and ±100 for the full control effect
Target sequence (Q27686 whole entry, looked up): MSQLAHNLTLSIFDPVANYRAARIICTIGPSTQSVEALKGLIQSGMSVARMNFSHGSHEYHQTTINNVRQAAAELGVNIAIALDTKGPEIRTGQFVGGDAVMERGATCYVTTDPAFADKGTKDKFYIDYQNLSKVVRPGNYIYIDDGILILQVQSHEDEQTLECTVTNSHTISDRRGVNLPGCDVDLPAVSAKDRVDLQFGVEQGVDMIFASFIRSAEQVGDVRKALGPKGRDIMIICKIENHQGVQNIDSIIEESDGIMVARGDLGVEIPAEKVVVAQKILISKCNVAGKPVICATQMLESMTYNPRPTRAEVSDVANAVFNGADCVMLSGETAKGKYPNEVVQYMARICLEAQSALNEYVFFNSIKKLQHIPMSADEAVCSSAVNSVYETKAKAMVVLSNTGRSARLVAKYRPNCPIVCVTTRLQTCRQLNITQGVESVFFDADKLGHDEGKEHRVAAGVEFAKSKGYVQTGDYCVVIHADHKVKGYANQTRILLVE
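Purified LmPK (0.1 nM) with 0.5 mM PEP and 0.1 mM ADP in imidazole buffer pH 7.2 with MgCl2/KCl, 1 h at room temperature. ATP formed was read by luciferase luminescence and normalized to no-enzyme and uninhibited controls.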
TbPYK inhibitor – qHTS of Trypanosoma Brucei Inhibitors. TbPYK enzyme, Kinase-Glo Plus ATP luminescence, 45 min. pyruvate kinase (Trypanosoma brucei), Q57TT1. 410,000 tested, 0.12% active. Potency, µM (series often up to 76.8 µM), for the others: at the highest dose activity, negative = inhibition, actives largely listed as inhibitors; note: potency is the fitted concentration of half-maximal effect; % is set by controls: 0 for no effect and ±100 for the full control effect; nearly all actives have a fitted effect of over 50% in size
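Enzyme and substrate buffer are dispensed first and compound is pin-transferred. ADP at 130 uM final then starts the reaction, which runs 45 min at room temperature. Detection reagent is added for 10 min before luminescence is imaged.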
CHX counter – Cycloheximide Counterscreen for Small Molecule Inhibitors of Shiga Toxin | cell reporter, cycloheximide protein synthesis inhibition counterscreen | 300,000 tested, 12% active | max response, %; in the data active = max response mostly above about 13%, no sharp cut-off; inactive = mostly below about 14%; note: read at 38.3 µM for the half of the compounds with a filed dose; 0% is about no effect
Pf growth 48h – Primary qHTS for delayed death inhibitors of the malarial parasite plastid, 48 hour incubation; AID 504832, 2011; 310,000 tested, 5.9% active; P. falciparum luciferase growth in erythrocytes, 48 h; Potency, µM (doses to about 28.7 µM), for the others: top-dose activity change, negative = inhibition, hits mostly inhibitors; note: potency is the fitted concentration of half-maximal effect; % is set by controls: 0 for no effect and ±100 for the full control effect
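A one-generation exposure of luciferase-tagged malaria parasites in RPMI 1640/Albumax erythrocyte culture, 37 C and 5% CO2. Inhibition is inferred from decreased luminescence after adding detection reagent.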
Pf growth 96h – Primary qHTS for delayed death inhibitors of the malarial parasite plastid, 96 hour incubation. Potency, µM (highest dose often 28.7 µM), without a hit: top-dose activity change, negative = inhibition, hits mostly inhibitors. 320,000 tested, 6.9% active. P. falciparum luciferase reporter growth, 96 h. AID 504834, 2011; note: potency is the fitted concentration of half-maximal effect; % is set by controls: 0 for no effect and ±100 for the full control effect
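96 h incubation, 37 C, 5% CO2, of luciferase-reporter P. falciparum-infected RBCs (2% hematocrit, 0.05% parasitemia final) with test compounds; endpoint luminescence.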
Shiga inhibitor – A qHTS for Small Molecule Inhibitors of Shiga Toxin; 290,000 tested, 9.2% active; Vero cells, Shiga toxin protein synthesis inhibition reporter; inhibition, % at 38.7 µM; in the data active = inhibition mostly above about 28%, no sharp cut-off; inactive = mostly below about 43%; note: 0% is about no effect
* = called active by the depositor; ? = inconclusive; / = not tested or not shown; [ ] = remark or other dose. Unless noted, calls come from the whole dose curve; as a rule, active = well fitted curve in the direction sought with a large enough effect; inconclusive = small, poorly fitted or top-dose-only effect, or another doubt; inactive = no such curve, though single readings can be large; an effect the other way counts as inactive or inconclusive. Hits appear at their usual frequency (roughly 21% active in at least one column).

Sample of the layout (2 entries):
SMILES	AMA1 RON2 block	LmPK inh	TbPYK inhibitor	CHX counter	Pf growth 48h	Pf growth 96h	Shiga inhibitor
CCOC(=O)/C(C#N)=C/c1cccc(F)c1	0%	0%	1%	-7	0%	?	-3
Nc1nccnc1C(=O)OCC(=O)C12CC3CC(CC(C3)C1)C2	-7%	/	-3%	/	1%	40%[activator]	/

Results, repeating the preview:
SMILES	AMA1 RON2 block	LmPK inh	TbPYK inhibitor	CHX counter	Pf growth 48h	Pf growth 96h	Shiga inhibitor
CCOC(=O)/C(C#N)=C/c1cccc(F)c1	0%	0%	1%	-7	0%	?	-3
Nc1nccnc1C(=O)OCC(=O)C12CC3CC(CC(C3)C1)C2	-7%	/	-3%	/	1%	40%[activator]	/
COc1cc2c(-c3ccc4cc[nH]c4c3)c(-c3ccsc3)oc(=O)c2cc1OC	-8%	/	8%	/	?	2.3µM*	/
Cc1cccc(CSC2=NCCN2C(=O)c2ccc(Br)o2)c1	25%	12%	-5%	-3	/	33%[activator]	-3
COc1cc(C=O)ccc1OS(=O)(=O)c1ccc(NC(C)=O)cc1	4%	3%	-7%	-3	23%	18%	14
COc1ccc(OC)c(/C=N/NC(=O)CCCC(=O)Nc2cccc(Br)c2)c1	1%	4%	0%	-4	-4%	55%[activator]	-21
COCCNC(=O)c1noc2c1CCc1cc(OC)ccc1-2	-4%	0%	-16%	35*	81%[activator]	?	66
COc1ccccc1CNC(=O)c1ccc2c(c1)OCO2	0%	1%	-6%	8	26%	18%	10
COc1ccc(C(=O)Nc2cccc(NC(=O)c3cccs3)c2)cc1OC	0%	-4%	1%	20*	-18%	-18%	23*
CCSCCOC(=O)C1=C(C)NC(=O)NC1c1cccc(OC)c1OC (centres undefined)	-2%	4%	-1%	-3	-1%	4%	-15
COc1ccc(CCn2c(=N)c(C(=O)NC3CCCC3)cc3c(=O)n4cccc(C)c4nc32)cc1	2%	3%	-4%	-2	0.83µM*	0.52µM*	-10
CCN(Cc1ccccc1)C(=O)C1CCN(CC2CC=CCC2)CC1 (centres undefined)	-3%[11.6 µM]	-3%	-14%	-2	-3%	9%	-11
C(=N\n1cnnc1)/c1nc2ccccc2[nH]1	12%	-1%	1%	-3	36%[activator]	10%	-7
CCCOC1CCCN(Cc2nc(-c3cnccn3)no2)C1 (centres undefined)	-4%	7%	-5%	-3	41%[activator]	10µM*	6
CCOc1ccc(OCC)c(NC(=O)C2CCCN(S(=O)(=O)c3c(C)n[nH]c3C)C2)c1 (centres undefined)	-9%	5%	5%	-6	/	?	-17
CCNC(=O)n1nccc1C(C)Oc1ccccc1 (centres undefined)	-2%	-1%	2%	-4	18%	24%	18
COc1ccc(NC(=O)CN2C(=O)COc3ccc(C)cc32)cc1	-2%	-6%	-19%	-2	25%	?	-3
O=C1NC(=O)C(=Cc2ccc(-c3ccc(S(=O)(=O)N4CCOCC4)cc3)o2)C(=O)N1	4%	-15%	?	-1	?	64%[activator]	-7
O=C(NCCc1c[nH]c2ccccc12)C(=O)Nc1ccccc1	0%	7%	4%	29*	130%[activator]	?	83
COC(C[C@@H]1O[C@@H]1[C@@H](O)[C@H](C)OCc1ccccc1)OC	0%	1%	1%	-7	51%[activator]	56%[activator]	-2
O=C1CC(C(=O)Nc2ccc(F)c(Cl)c2)N=C(N2CCCCC2)N1 (centres undefined)	21%	-1%	-23%	-1	/	?	-10
COc1ccc(OC)c(C2C3=C(CCCC3=O)Nc3c2c(=O)n(C)c(=O)n3C)c1 (centres undefined)	2%	-2%	-1%	-3	-9%	9%	-6
Cc1cc(C)nc(N2CCC(C(=O)NCc3cccc(C(F)(F)F)c3)CC2)n1	19%	-9%	3%	1	2%	2.1µM*	-12
COC(=O)[C@H](CCSC)NC(=O)NCCc1ccccc1F	3%	2%	-11%	8	22%	/	4
CCOC(=O)NC(=O)COC(=O)CNC(=O)c1ccc(OCC)c(OCC)c1	3%	1%	-13%	4	12%	0%	-12
COc1ccc(C2NC(=O)NC(C)=C2[N+](=O)[O-])cc1OC (centres undefined)	14%	-7%	1%	1	11%	-25%	-5
Cc1ccc(C(C)C)cc1S(=O)(=O)NC1CC(C)(C)NC(C)(C)C1	-7%	-9%	1%	1	-12%	94%[activator]	-1
CC(=O)N1Cc2cc(N)ccc2Oc2ccccc21	-14%	3%	-2%	10	-1%	?	-4
CCNc1ccc(C(=O)OCC(=O)N2CCCC2)cc1[N+](=O)[O-]	-3%	-1%	-4%	1	10%	2%	47
Cc1ccc(/C=C/C(=O)OCC(=O)NCCN2C(=O)CSC2=O)cc1	9%	1%	7%	6	27%	0%	32
COc1ccc(C(=O)Nc2ccc(-c3n[nH]c(=S)o3)cc2)cc1OC	28%	-9%	?	0	2%	44%[activator]	2
COC(=O)c1cc(C(=O)NCCN2C(=O)S/C(=C\c3cccs3)C2=O)cc([N+](=O)[O-])c1	-4%	1%	-14%	-1	8%	10%	-5
CCOC(=O)C1(CCOc2ccccc2)CCN(C(C)CSC)CC1 (centres undefined)	-10%	1%	4%	2	-18%	?	-17
CCOc1ccc(-c2nc(C)sc2CC(=O)O)cc1	31%[activator]	1%	-18%	-3	/	-1%	-7
CN(C(=O)COc1ccccc1C(=O)NCc1ccccc1)C1CCS(=O)(=O)C1 (centres undefined)	-13%	/	-2%	/	?	-9%	/
O=C(CSCC(=O)N1CCOCC1)Nc1nc(-c2ccccc2)cs1	2%	1%	-4%	35*	-6%	-17%	84*
CC(C)(C)NC(=O)CN(Cc1cccs1)C(=O)CCN1CCc2ccccc21	-15%	0%	1%	-1	?	?	-12
O=C(N1CCCCC1)N1CCN(S(=O)(=O)c2ccccc2)CC1	16%	5%	-17%	-3	3%	12%	-4
COc1ccc(OC)c(N(CC(=O)NCCSC2CCCCC2)S(=O)(=O)c2ccccc2)c1	14%	-9%	1%	-4	?	0%	-29
Cc1ccc(S(=O)(=O)NCCCNS(=O)(=O)c2ccc(C)cc2)cc1	-5%	/	2%	/	?	-16%	/

Record cards, as listed above. Values in the order: AMA1 RON2 block | LmPK inh | TbPYK inhibitor | CHX counter | Pf growth 48h | Pf growth 96h | Shiga inhibitor
Cc1ccc(S(=O)(=O)NCCCNS(=O)(=O)c2ccc(C)cc2)cc1 is listed with -5% | / | 2% | / | ? | -16% | /
O=C(N1CCCCC1)N1CCN(S(=O)(=O)c2ccccc2)CC1 is listed with 16% | 5% | -17% | -3 | 3% | 12% | -4
COC(=O)c1cc(C(=O)NCCN2C(=O)S/C(=C\c3cccs3)C2=O)cc([N+](=O)[O-])c1 is listed with -4% | 1% | -14% | -1 | 8% | 10% | -5
O=C(CSCC(=O)N1CCOCC1)Nc1nc(-c2ccccc2)cs1 is listed with 2% | 1% | -4% | 35* | -6% | -17% | 84*
CC(C)(C)NC(=O)CN(Cc1cccs1)C(=O)CCN1CCc2ccccc21 is listed with -15% | 0% | 1% | -1 | ? | ? | -12

Continuation:
SMILES	AMA1 RON2 block	LmPK inh	TbPYK inhibitor	CHX counter	Pf growth 48h	Pf growth 96h	Shiga inhibitor
Cc1nc2sccn2c(=O)c1S(=O)(=O)N1CCN(c2cccc(Cl)c2)CC1	9%	-3%	8%	1	8%	?	-1
COc1ccc(C(=O)N/N=C(\C)CC(=O)N2CCN(C=O)CC2)cc1	72%[activator]	-7%	-2%	31*	-1%	27%	24
CCc1nc2ccccc2c(C(=O)OCc2nnc(-c3ccccc3)o2)c1C	-7%	-2%	-3%	16	/	?	10
COc1cc(/C=C2/C(=N)N3N=C(CC(=O)N4CCOCC4)SC3=NC2=O)ccc1OC(C)c1ccccc1 (centres undefined)	33%[activator]	2%	-7%	10	5%	0%	-1
CCOC(=O)N1CN(C(=O)OCC)CN(C(=O)OCC)C1	0%	0%	0%	11	20%	47%[activator]	-3
O=C1NC2(Nc3ccccc31)C(=O)Nc1ccc(Br)cc12 (centres undefined)	22%	-1%	3%	-10	-47%	?	-5
COc1cc(-c2noc(C)c2-c2ccc(N(C)C)nc2)cc(OC)c1OC	-16%	-1%	-2%	3	?	?	-7
COc1ccc(OC)c(C2=NOC(C(=O)Nc3cc(C)on3)C2)c1 (centres undefined)	-4%	1%	2%	-3	14%	0%	-3
O=c1c2c(ncn1Cc1ccccc1)nc1n2CCC1	-6%	3%	-2%	-2	-20%	?	13
CC(C)OC(=O)c1ccc(S(N)(=O)=O)o1	-4%	-6%	-4%	-2	1%	53%[activator]	-9
CC(C)NC(=O)COc1coc(CN2CCN(Cc3ccccc3)CC2)cc1=O	-2%	-9%	-3%	-3	6%	?	-8
Cc1ccccc1CCNC(=O)C1CCC(=O)N(C2CCCCCC2)C1 (centres undefined)	-9%	-6%	-7%	11	?	49%[activator]	13
COc1ccc(CNC(=S)Nc2ccc(S(N)(=O)=O)cc2)cc1	0%	0%	-14%	-1	3%	25%	-6
CCC(=O)Nc1ccc(Cl)c(NC(=O)C(C)C)c1	2%	3%	2%	-1	8%	37%[activator]	-12
CCCc1nnc(SCC(=O)Nc2cc(C)on2)n1CCOC	-5%	1%	-2%	-7	17%	15%	-13
CN(C)C=Nc1ccc2nc3c(cc2c1)[nH]c1ccccc13	4%	-5%	-3%	39*	?	-72%	74*
Cn1c(=O)c(C(=O)CSc2ccccc2)c(N)n(Cc2ccccc2)c1=O	27%	-1%	2%	11	?	18%	24
CCOC(=O)Nc1c(C)n(C)n(-c2ccccc2)c1=O	-1%	11%	10%	2	14%	/	24
CCOC(=O)N1CCN(C(=O)C2CCN(S(=O)(=O)c3c(C)cc(C)cc3C)CC2)CC1	0%	13%	6%	2	/	?	-14
COCCCNC(=O)C(=O)NCCCOC(C)C	-11%	-2%	2%	-2	3%	12µM*	17
COc1ccc(C(CNC(=O)Cc2cc(OC)c(OC)c(OC)c2)N2CCCC2)cc1 (centres undefined)	-8%	4%	2%	-1	?	?	-13
CC(=O)N(c1ccc(C(F)(F)F)cc1)S(=O)(=O)c1ccc(N2C(=O)CCC2=O)cc1	-7%	-2%	-2%	-3	75%[activator]	42%[activator]	-4
Cc1ccc(C(=O)NCCOc2cccc(C)c2)cc1	-8%	-2%	4%	37*	45%[activator]	8%	83*
Cc1nnc(SCc2ccc(C(=O)c3ccc(Cl)cc3)o2)n1-c1ccccc1	-5%	2%	-7%	7	15µM*	/	1
Cc1cc2cc(C(c3nnnn3Cc3ccco3)N3CCCCC3)c(=O)[nH]c2cc1C (centres undefined)	-12%	8%	-11%	-3	6%	/	-11
Cc1ccc(-n2ncc(C#N)c2/N=C/N(C)C)cc1	-15%	2%	4%	-2	23%	-49%	-1
O=C1/C(=C/c2ccc3c(c2)OCO3)N2CCC1CC2	-16%	-5%	-9%	-3	15%	-28%	-4
CCCCN1C=C(C(=O)OC)C(c2ccccc2Cl)C(C(=O)OC)=C1	13%	-2%	-2%	-3	-19%[1.15 µM]	-21%	5
O=C(NN1C(=O)c2ccccc2C1=O)c1ccccc1[N+](=O)[O-]	-10%	1%	2%	5	18%	1%	3
COc1ccccc1C(=O)NC(=O)COC(=O)c1cnc(C)cn1	3%	/	4%	/	2%	40%[activator]	/
